# Bioassay records (PubChem BioAssay)
# eIF4E 4G PPI – inhibitors of eIF4E and eIF4G interaction in translation initiation; inhibition, % at 21.7 µM; TR-FRET eIF4E-eIF4GI(517-606) binding, 2 h; hit rate 0.37% among 220,000; P63073+Q04637;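 further: 0% = full FRET control wells and 100% = background wells lacking eIF4GI fragment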
# EBV gp42 inh – EBV gp42 inhibition; inhibition, % (tested at 21.74 µM); AID 1085; hit rate 0.42% among 220,000; Fluorescence polarization binding assay, mP read-out; in the data active means inhibition above about 50%
# Furin inh – human furin inhibition; hit rate 0.061% among 220,000; P09958; inhibition, % at 30 µM; purified furin, fluorogenic substrate cleavage; in the data active means inhibition above about 25%; further: inactives centre near -15
# Cl transport mod – modulators of human KCC2 chloride dependent transport; Q9H2X9; KCC2 cells, thallium flux FluoZin-2 fluorescence; B-score of Tl+ flux slope (higher = more flux/activation; lower = inhibition) at 10 µM; hit rate 2.2% among 190,000;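 active means thallium flux slope and its plate-corrected score both differing from the plate sample mean at a set confidence after two filtering rounds, in either direction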;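 further: slope of fluorescence scaled to starting intensity during 10 to 20 s after thallium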
# KLK5 inh – blocks human kallikrein 5 protease activity. Q9Y337. recombinant hK5, fluorogenic AMC substrate cleavage. inhibition, % at 5 µM. hit rate 0.59% among 210,000;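 active means inhibition of 40% or more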;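 further: 0% = enzyme controls without compound and 100% = no-enzyme blanks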
# Thrombin inh – blocks human thrombin protease activity; hit rate 0.26% among 220,000; P00734; inhibition, % at 5 µM; alpha-thrombin, Boc-VPR-AMC fluorogenic substrate cleavage; AID 1046;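 active means inhibition at or above 40%; inactive means inhibition below 40%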;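 further: 0% = enzyme with no compound and 100% = wells without enzyme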
#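 signal = AMC fluorescence, 355/460 nm | material = human alpha-thrombin enzyme | control set = enzyme without compound as high, wells lacking enzyme as low | times = reaction at room temperature | read-out basis = percent inhibition scaled between no-compound controls and no-enzyme blanks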
# p47phox inh – p47phox (human) inhibition; P14598; p47phox/p22phox peptide binding, fluorescence polarization, 2 h; inhibition, % at 24.7 µM; hit rate 0.53% among 220,000; AID 1274;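 further: 0% = p47phox with labelled peptide and 100% = labelled peptide alone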
# Target sequence (P14598 whole entry, looked up): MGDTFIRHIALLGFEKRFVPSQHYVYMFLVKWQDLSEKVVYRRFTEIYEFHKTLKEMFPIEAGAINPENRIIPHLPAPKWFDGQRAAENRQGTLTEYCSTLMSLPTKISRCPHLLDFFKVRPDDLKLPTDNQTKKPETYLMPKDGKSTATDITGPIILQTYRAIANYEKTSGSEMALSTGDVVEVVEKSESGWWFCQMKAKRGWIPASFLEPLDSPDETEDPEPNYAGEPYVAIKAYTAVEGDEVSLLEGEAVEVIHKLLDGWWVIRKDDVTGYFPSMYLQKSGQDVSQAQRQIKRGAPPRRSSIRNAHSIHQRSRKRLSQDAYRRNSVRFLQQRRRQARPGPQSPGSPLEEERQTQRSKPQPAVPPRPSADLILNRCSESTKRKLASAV
# Rad51 HR inh – Rad51 (human) homologous recombination inhibition; hit rate 0.085% among 200,000; Q06609; hRad51 DNA strand exchange, fluorescence dequenching; AID 1385; inhibition, % at 10 µM;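 active means inhibition above 40% at the single screening dose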;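 further: 0% = DMSO control wells and 100% = blanks with heterologous ssDNA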
# Target sequence (Q06609 whole entry, looked up): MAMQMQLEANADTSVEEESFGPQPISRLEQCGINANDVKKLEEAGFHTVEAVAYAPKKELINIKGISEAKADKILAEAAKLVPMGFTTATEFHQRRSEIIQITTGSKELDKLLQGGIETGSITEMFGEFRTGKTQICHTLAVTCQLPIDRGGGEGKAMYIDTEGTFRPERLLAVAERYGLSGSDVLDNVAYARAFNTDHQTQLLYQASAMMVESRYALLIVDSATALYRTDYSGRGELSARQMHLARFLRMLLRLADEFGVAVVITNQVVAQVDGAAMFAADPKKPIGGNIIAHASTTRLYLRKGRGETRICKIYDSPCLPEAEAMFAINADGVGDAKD
#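 Test system: preformed human Rad51 ssDNA filaments. Compound dosing: single dose, 10 µM final compound. Incubation: filaments 15 min 37 °C, then compound 30 min. Technique: FRET fluorescence dequenching, excitation 485 nm, emission 520 nm. Read-out basis: percent inhibition from fluorescence, normalised to plate control and blank means. Benchmarks: plate controls and plate blanks.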
# 14-3-3 Bad inh – disrupts binding of bovine 14-3-3 zeta to phospho-Bad peptide | P63103 | TR-FRET 14-3-3zeta/Dy647-pBad peptide displacement, 1 h | inhibition, % at 21.7 µM | hit rate 0.71% among 220,000;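 active means inhibition above about 70%, limit read from the data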;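 further: 0% = full 14-3-3 plus peptide FRET controls and 100% = background without 14-3-3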
# Target sequence (P63103 whole entry, looked up): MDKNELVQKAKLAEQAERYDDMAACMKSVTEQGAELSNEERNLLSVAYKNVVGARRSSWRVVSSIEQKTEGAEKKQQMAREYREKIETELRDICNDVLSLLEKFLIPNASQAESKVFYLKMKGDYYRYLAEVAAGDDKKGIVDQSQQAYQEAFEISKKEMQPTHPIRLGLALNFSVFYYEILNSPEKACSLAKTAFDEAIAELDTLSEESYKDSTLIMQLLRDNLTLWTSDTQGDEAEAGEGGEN
# Starred values were filed as active, the others as inactive; / = no result given; [ ] = dose if it differs, or a comment.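 How the source made its calls, unless noted: active means inhibition above about 30% (limit read from the data); inactive means the rest.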 Outcome played no part in choosing rows; 4.7% or so of the library scored in one or more.
# Value order – eIF4E 4G PPI, EBV gp42 inh, Furin inh, Cl transport mod, KLK5 inh, Thrombin inh, p47phox inh, Rad51 HR inh, 14-3-3 Bad inh
Cc1ccc(NC(=O)c2c(NC(=O)CCC(=O)O)sc3c2CCCCC3)cc1
    -2, -5, -20, 1.1, 1, -8, -16, -5, -11
CCNC(=S)Nc1cccc(S(=O)(=O)Nc2ccccc2OC)c1
    -2, 0, -7, -1, -4, -14, 6, /, -6
COc1cc(/C=C/C(=O)OCC(=O)NC(=O)NC(C)C)cc(OC)c1OC
    -3, -8, -17, -0.47, -12, -5, 0, 11, -10
COc1cnc(SC(C)C)[nH]c1=O
    -2, 0, -16, 0.071, /, -6, -2, /, 0
CC(C)C(=O)NNC(=O)c1ccccn1
    8[fluorescence artefact?], 12, -17, 0.5, -42, -11, -3, 10, -4
Cc1cccc(C(=O)NC(C(=O)Nc2ccccc2N2CCOCC2)C(C)C)c1 (stereo not drawn)
    -3, 2, -7, -0.48, 0, -8, -2, 12, -15
O=C(CCS(=O)(=O)c1ccc(Br)cc1)Nc1ccc(Br)cc1F
    16, 9, -19, 0.23, -8, 3, -6, -11, 10[fluorescence artefact?]
N#C/C(=C\C=C\c1ccccc1[N+](=O)[O-])C(=O)NC1CCCCC1
    2, -15, -12, 0.86, -3, -7, -1, 6, -5
CCC(c1ccccc1)c1nc(-c2cccnc2)no1 (stereo not drawn)
    -2[fluorescence artefact?], -9, -8, -0.33, -2, 6, -3, -6, 8
CCN(CC)c1ccc2c(O)cc(=O)oc2c1
    1, 4, -41, 0.0023, -9, 3, -54, -1, -15
COc1ccc(OCC(=O)Nc2ccc(N3CCN(C(=O)c4ccco4)CC3)cc2)cc1
    3, -5, -12, -1.1, -2, -3, -3, -1, -9
CCOC(=O)c1c(C)[nH]c(C(=O)CSc2nnnn2-c2ccccc2)c1C
    -3, -7, -17, 0.74, -2, -23, -5, -3, 31[fluorescence artefact?]
c1coc(CN(Cc2cccs2)Cc2nnnn2C2CCCCC2)c1
    -3, -1, -27[20 µM], -0.66, 4, 8, 1, -2, -10
Cn1cnnc1SCC(=O)Nc1ccc(N2CCOCC2)cc1
    -3, -4, -21, 0.033, -4, -2, 50*, -3, -11
Cc1cc(-c2nnc(CCC(=O)N(C)C(C)c3cccs3)o2)no1 (stereo not drawn)
    -10, -3, 4, -0.41, 28, 6, -3, -26, 3
Clc1ccc(-n2nnnc2-c2ccccc2)cc1Cl
    3, -26, -20, 1.4, -13, 3, -5, -3, -2
O=C(Nc1ccc2c(c1)OCO2)c1cccc(Cl)c1
    -4, -21, -21[20 µM], -0.68, -9, 1, -12, -1, -3
Cc1c(C(=O)c2ccc([N+](=O)[O-])cc2)c(=O)n(C)c(=O)n1C
    0, -13, -17, 0.98, -11, -4, -1, 0, -1
CC(C(=O)N1CCCc2ccccc21)N1CCN(S(=O)(=O)c2ccccc2F)CC1 (stereo not drawn)
    0, -11, -9[20 µM], -0.027, -3, 0, -20, -6, 2
Cc1nc2ccccn2c1C(=O)Nc1ccc(Cl)cc1
    3, -9, -23, 0.21, 2, -3, -14, 3, -6
O=C(Nc1ccccc1)c1ccn[nH]1
    -16[fluorescence artefact?], -22, -19[20 µM], -0.9, -8, 3, -14, 0, -2[fluorescence artefact?]
Cc1ccc(N(Cc2cc3cc(C)ccc3[nH]c2=O)S(=O)(=O)c2ccccc2)cc1
    1, 0, -7, 0.72, -3, 1, -27, 8, -10[fluorescence artefact?]
Brc1ccc(N=C/C=C/C=C/Nc2ccc(Br)cc2)cc1
    -1, -12, -16[20 µM], 2.6, 7, 34, -187, -3, 22
COc1ccc2c(c1)N(C)C(=O)CC(c1ccccc1)=N2
    0, -17, -8, /, -18, 3, 2, /, -8
CCN(CC)c1ccc(/C=N/NC(=O)Cc2cccs2)cc1
    -3, -1, -9, -1.7, 4, -2, -9, 6, -1[fluorescence artefact?]
CC12CN3CC(C)(CN(C1)C3c1ccc3c(c1)OCO3)C2=O (stereo not drawn)
    0, -9, 0[20 µM], -0.051, -9, -16, -6, -3, 0
CC(NC(=O)C1CCN(S(=O)(=O)N2CCCCCC2)CC1)c1ccccc1 (stereo not drawn)
    -7, -3, -21, -0.94, -2, -3, 8, -10, -4
Cc1ccc(-c2nnc(SCC(=O)N/N=C/c3ccccc3C(=O)O)n2-c2ccccc2)cc1
    -3, -6, 2, 1, -1, 14, -9, -5, 1
Nc1nc2nc(-c3cccs3)cc(C(F)(F)F)n2n1
    7, -5, -153, -0.39, -60, -94, 10, 2, 8
Nc1nc(SCc2nc3scc(-c4cccs4)c3c(=O)[nH]2)n[nH]1
    -5, -15, -26[20 µM], -0.45, -2, 1, -6, -11, 6
CCN1CCCC1CNC(=O)C(=O)NCCc1ccc(OC)c(OC)c1 (stereo not drawn)
    4, -11, -2, -0.48, -18, -2, -1, -6, -4
COc1ccccc1NC(=O)c1csc2c1CCCC2
    0, 4, -19, /, 63*, 3, -4, 10, 8
N#Cc1cncc(-c2ccc3c(c2)OCCOCCOCCOCCOCCO3)n1
    0, -7, -5, /, -9, 3, 0, 16, -7[fluorescence artefact?]
CCN(CC)c1ccc(C(=O)N/N=C(\C)c2cccc(OC)c2)cc1
    -3, -5, -21, -2.5, -32, -3, -10, 2, -25
CCOc1ncccc1C(=O)OCC(=O)N1CCN(S(=O)(=O)c2ccc(Cl)cc2)CC1
    -1, 1, 6, -0.22, 0, -12, -12, 0, 7
Cc1ccc(N(C(=O)CCl)C(C(=O)NC2CCCCC2)c2cccnc2)cc1C (stereo not drawn)
    4[fluorescence artefact?], -9, -10, 0.22, -26, -6, -8, 1, 11
COc1ccc(OC)c(Nc2nc(NCCC(C)C)nc(N)c2[N+](=O)[O-])c1
    1, -2, -8, 0.26, 2, -6, -5, -1, -3
CC(=O)Nc1ccc(OCC(O)CN2CCN(c3cccc(Cl)c3)CC2)cc1 (stereo not drawn)
    -2, -18, -8[20 µM], 0.89, -6, -7, -9, -5, -14
O=C(c1ccc(COc2ccccc2Br)cc1)N1CCCCCC1
    -1, 7, -21, -0.72, -1, 10, -6, 21, -13
Cc1ccc(Oc2cnc3ccccc3n2)cc1
    -5, 3, -18[20 µM], 0.025, -11, 2, -11, -1, -12[fluorescence artefact?]
Cc1scc(C(=O)N/N=C/c2ccc(Cl)s2)c1C
    14, -2, -12, 39*, -16, -9, -5, 3, -10
N/C(Cc1ccc(Cl)c(Cl)c1)=N\OC(=O)c1cccs1
    4, 21, -13, 0.16, 5, 8, 5, 5, 1
Cc1cc(Nc2ccccc2)n(C(=O)c2ccccc2)n1
    1, -9, -23[20 µM], -0.37, 7, 4, -6, /, -5
c1ccc(Cc2nnc3sc(-c4cccnc4)nn23)cc1
    2[fluorescence artefact?], -21, -10[20 µM], -0.0035, 3, 6, -15, 4, 8[fluorescence artefact?]
O=S(=O)(Cc1cc(-c2ccccc2Cl)no1)c1ccccc1
    -1, -4, -23, -0.03, -4, -9, -5, -2, -1
Cc1ccc(NC(=O)CNc2ccc(OC(C)C)cc2)c(C)c1
    -5, -2, -19[20 µM], -1.8, -1, -3, -12, 0, -3
CN(C)CCCNC(=O)c1ccccc1Oc1ccccc1
    4, -13, -15, -0.13, -3, -1, -6, -13, 4
CCOc1cc(/C=C(\C#N)C(=O)NCc2cccnc2)ccc1O
    3, -23, -7, -1.9, -11, -1, 2, -10, 6
CCc1ccc(C(=O)/C=C/Nc2ccc(S(=O)(=O)Nc3onc(C)c3C)cc2)cc1
    2, 3, -13, -2.1, 4, 4, -18, /, -19
COCC(C)NC(C(=O)Nc1ccc(Cl)c([N+](=O)[O-])c1)c1ccccc1 (stereo not drawn)
    0, -4, -20, -0.94, -10, -4, -22, -1, 14
Cc1ccc(CN2CCC(c3cc(-c4cccs4)n[nH]3)CC2)cc1
    -1, -14, -13, -1.4, 2, 4, -5, -26, 1
Cn1ncc(Cl)c1C(=O)N/N=C/c1ccccn1
    1, -17, -16, -0.27, -31, 1, -5, /, 13
COc1cccc(C2(c3cccc(OC)c3)CC2C(=O)Nc2cccc3ccccc23)c1 (stereo not drawn)
    5, -5, -17, 0.86, -6, -2, -5, 0, -3[fluorescence artefact?]
c1cnc2ccc(C(c3nnnn3C3CCCC3)N3CCN4CCCC4C3)cc2c1 (stereo not drawn)
    0, -13, -20[20 µM], -0.076, -14, -1, -6, -6, -2
CCn1nnnc1NC(=O)c1ccc2ccccc2c1
    1, -14, -19, -0.3, 1, -3, 1, -8, -18
CCn1c(COc2ccccc2C)nnc1SCC(=O)O
    4, -6, -15, 0.36, -18, -3, -8, 2, 0
CCc1cccc(C)c1NC(=O)CN1C(=O)NC(Cc2ccccc2)C1=O (stereo not drawn)
    -2, 2, -25, -0.45, -14, 2, -6, 0, -4
COc1ccc(C(c2c(NC(C)=O)sc3c2CCCC3)N2CCN(CCO)CC2)cc1OC (stereo not drawn)
    7, -7, -15, -1.3, -16, -4, -9, 13, -2
FC(F)(F)c1ccc2c(c1)N1CCCC1CN2 (stereo not drawn)
    4, -13, -8, /, -2, -3, 8, /, -7
COc1cccc(CN2CCN(Cc3cccc4nonc34)CC2CCO)c1 (stereo not drawn)
    0, -1, -18, 0.25, 1, 1, -9, -54, -9

# Ordered by number of heavy atoms (high to low): some entries from above.
# Value order – eIF4E 4G PPI, EBV gp42 inh, Furin inh, Cl transport mod, KLK5 inh, Thrombin inh, p47phox inh, Rad51 HR inh, 14-3-3 Bad inh
CCN(CC)c1ccc(C(=O)N/N=C(\C)c2cccc(OC)c2)cc1
    -3, -5, -21, -2.5, -32, -3, -10, 2, -25
Cc1ccc(NC(=O)CNc2ccc(OC(C)C)cc2)c(C)c1
    -5, -2, -19[20 µM], -1.8, -1, -3, -12, 0, -3
Cc1ccc(Oc2cnc3ccccc3n2)cc1
    -5, 3, -18[20 µM], 0.025, -11, 2, -11, -1, -12[fluorescence artefact?]

# Next compounds follow:
# Value order – eIF4E 4G PPI, EBV gp42 inh, Furin inh, Cl transport mod, KLK5 inh, Thrombin inh, p47phox inh, Rad51 HR inh, 14-3-3 Bad inh
O=C(NCc1cn2ccsc2n1)c1cccs1
    3, -20, -29, 0.75, -8, -2, -9, 2, 6
CC(=O)NNC(=S)Nc1cccc(F)c1
    -1, -10, -19, 0.057, -9, -1, -1, -1, -3
COCCNC(=S)N1CCC(Cc2ccccc2)CC1
    2, 7, -13, -4.2*, /, -5, 1, /, -4
COC(=O)c1[nH]c2cc(OC)ccc2c1NC(=O)CN1CCC(C(N)=O)(N2CCCCC2)CC1
    1, -21, -26[20 µM], -0.32, -19, -4, -13, -8, 8[fluorescence artefact?]
COc1cc(N)c(Cl)cc1Cl
    -1, -24, -29, 0.12, -1, -7, -3, 3, -6
CCOC(=O)CN(C(=O)COc1nc(-c2ccccc2)cc(C)c1C#N)c1ccc(F)cc1
    -1, -5, -19, -0.78, 2, -4, -4, -17, -3
CCCOc1ccc(C(=O)NCC(c2cccs2)N(C)C)cc1OC (stereo not drawn)
    0, -1, -17, 0.55, -3, -2, -9, 0, -3[fluorescence artefact?]
COCCn1c(=O)[nH]c2cc(C(=O)Nc3cccc(F)c3)ccc2c1=O
    -1, -2, -14, -0.86, 1, -3, -18, -5, 6
Cc1ccc(Nc2nc(-c3sc(NC(=O)c4cccc(Cl)c4)nc3C)cs2)cc1
    -16, -13, -8[20 µM], -0.0075, -18, 0, -28, 0, 47
Cc1oc(-c2cccs2)nc1CN1CCC(C(=O)N2CCCC2)CC1
    2, -2, -13, 0.12, 2, 2, -30, 3, -4
